TDP1 cell noCPT = qHTS for Inhibitors of human tyrosyl-DNA phosphodiesterase 1 (TDP1): qHTS in cells in absence of CPT; DT40 Tdp1-/- hTDP1 cells, no CPT, ATP luminescence, 48 h; Potency, µM (doses to about 46.2 µM), for the others: at the top dose activity change, negative = growth inhibition, hits mostly inhibitors; hit rate 15% among 420,000; also: nearly all actives have a fitted effect of over 55% in size
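Growth kinetics read by CellTiter-Glo luminescence after ≥48 hr at 37 °C. Cells: DT40 Tdp1-/- stably carrying human TDP1, 400 per well, compound exposure in the absence of CPT (DMSO vehicle).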
DT40 TDP1 CPT = DT40-hTDP1 cell growth loss with CPT. chicken DT40 Tdp1-/-;hTDP1 cells + 20 nM CPT, ATP luminescence, 48 h. Potency, µM (doses to about 46.2 µM), for the others: at the top dose activity change, negative = growth inhibition, most hits filed as inhibitors. hit rate 12% among 420,000; also: nearly all actives have a fitted effect of over 55% in size
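Cell growth measured by CellTiter-Glo luminescence after a minimum 48 h, 37 C compound exposure with 20 nM CPT in Tdp1-knockout DT40 cells stably expressing hTDP1, seeded 400/well; qHTS titration format.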
TDP1 inh = TDP1 (human) enzyme inhibition; Q9NUW8; hit rate 0.28% among 350,000; Potency, µM (highest dose often 130 µM), inactives show top-dose activity change, negative = inhibition, actives largely listed as inhibitors; recombinant TDP1, AlphaScreen DNA substrate cleavage; also: nearly all actives have a fitted effect of over 40% in size
Target sequence (Q9NUW8 whole entry, looked up): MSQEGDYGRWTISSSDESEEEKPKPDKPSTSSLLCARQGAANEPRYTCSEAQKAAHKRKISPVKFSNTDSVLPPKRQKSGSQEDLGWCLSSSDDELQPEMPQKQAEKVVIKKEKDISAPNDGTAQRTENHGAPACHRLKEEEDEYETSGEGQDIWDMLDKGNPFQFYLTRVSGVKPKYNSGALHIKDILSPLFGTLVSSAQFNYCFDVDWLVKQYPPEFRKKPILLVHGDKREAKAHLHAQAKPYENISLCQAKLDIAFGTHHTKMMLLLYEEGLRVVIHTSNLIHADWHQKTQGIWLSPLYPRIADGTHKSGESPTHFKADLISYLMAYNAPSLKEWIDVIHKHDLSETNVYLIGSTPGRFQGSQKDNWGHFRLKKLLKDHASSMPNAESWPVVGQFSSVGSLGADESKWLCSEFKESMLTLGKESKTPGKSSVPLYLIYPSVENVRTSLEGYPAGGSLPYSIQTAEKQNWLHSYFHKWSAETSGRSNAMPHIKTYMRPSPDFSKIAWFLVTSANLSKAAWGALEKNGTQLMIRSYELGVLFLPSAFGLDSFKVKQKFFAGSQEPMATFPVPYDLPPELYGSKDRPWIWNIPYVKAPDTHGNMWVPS
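AlphaScreen read-out: signal falls as enzyme removes the 3' tyrosine-FITC from a 5'-biotinylated DNA oligo (15 nM, 5 min, RT). Enzyme was E. coli-made recombinant Tdp1 at 1 nM, exposed to compound for 15 min beforehand; beads 10 ug/ml, 10 min.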
Active calls of the source: *; u = inconclusive; x = no result given; & = joins results of further samples; [ ] = another dose, or the depositor's remark. Calls follow the shape of the dose curve; as a rule, active = well fitted curve in the direction sought with a large enough effect; inconclusive = small, poorly fitted or top-dose-only effect, or another doubt; inactive = no such curve, though single readings can be large; an effect the other way counts as inactive or inconclusive. % is scaled to controls: 0 for no effect and ±100 for the full control effect; potency is read from the fitted curve at half-maximal effect.

SMILES	TDP1 cell noCPT	DT40 TDP1 CPT	TDP1 inh
O=C(CSc1cn(CCNC(=O)c2ccc3ccccc3c2)c2ccccc12)NCc1ccco1	u	16.4µM*	10.9%
CC(C)NC(=O)CC(=O)N/N=C/c1ccccc1F	-14.3%	15.2%	2.0%
C=CCN1CCN(C(=O)CSc2ccccc2)CC1	-3.3%	9.4%	x
COc1ccc(C(O)c2nc(-c3cc(F)cc(F)c3)cs2)cc1 (stereo not drawn)	16.4µM*	16.4µM*	x
Cc1ccc2oc(C(=O)N3CCN(Cc4ncccc4C)CC3)c(C)c2c1	u	u	5.5%
CN(C)c1ccc(CC(=O)N2CCCC(c3cc(C(=O)Nc4ccccc4)no3)C2)cc1 (stereo not drawn)	u	u	x
O=C(CNC(=O)c1ccc(N2CCCC2=O)cc1)Nc1ccc(F)c(F)c1F	-6.6%	2.3%	-2.2%
CCOCCCNC(=O)c1c(C)[nH]c(C(=O)OCC)c1C	-1.3%	4.3%	6.3%
O=C(COc1ccccc1Cl)Nc1ccc(S(=O)(=O)N2CCOCC2)cc1	u	-2.5%	5.8%
Cc1ccc(S(=O)(=O)N(C)CC(=O)Nc2ccc(C)cn2)cc1	-5.3%	15.4%	x
Cc1cccc(NC(=S)N2CCC(N(C)CC3CCCO3)CC2)c1C (stereo not drawn)	0.0%	-29.9%	-2.9%
O=C1C(C=NCc2ccncc2)=C(O)c2ccccc21	-1.5%	-3.5%	0.0%
COc1ccccc1OCCC(=O)OCC(=O)NCc1ccc(F)cc1	-14.0%	-2.7%	-0.5%
CCC(C)NC(=O)C1CCN(CCCc2ccccc2)CC1 (stereo not drawn)	-7.2%	3.8%	x
COc1[nH]c(/N=C/c2ccco2)c(C#N)c1C#N	u	15.8µM*	3.4%
COc1ccc(C(=O)N2CCN(C(=O)c3ccco3)CC2)cc1	-0.3%	0.8%	0.0%
COc1ccc(Nc2ncc3c(n2)CCN(Cc2cc(Br)cs2)C3)c(OC)c1	14.6µM*	18.4µM*	8.8%
COc1ccc(OC)c(CN2CCN(C(=O)CNC(=O)c3ccc(C(C)(C)C)cc3)CC2)c1	u	u	4.1%
COc1ccc(CCNC(=O)C(=O)NCC2OCCN2S(=O)(=O)c2ccccc2)cc1OC (stereo not drawn)	-18.6%	u	x
COc1ccc2cc(C(=O)NCc3ccccc3)[nH]c2c1	-18.6%	-6.3%	x
O=C(NCCc1ccccc1)c1ccc(CSc2nc3ccncc3n2Cc2ccccc2)cc1	u	4.61µM*	2.5%
COc1ccc(CC2(CO)CCN(Cc3cnn(-c4ccc(F)cc4)c3)CC2)cc1	u	-16.4%	6.0%
CCC1CN(CC(=O)N(C)Cc2nc3ccccc3[nH]2)Cc2cc(OC)ccc2O1 (stereo not drawn)	-19.5%	-9.7%[9.04 µM]	x
CC1CCCN(C(=O)CSc2nc3ncccc3[nH]2)C1 (stereo not drawn)	2.2%	1.0%	3.0%
O=C(NCCc1ccc(Cl)cc1)c1ccc(CS(=O)(=O)Cc2ccc(F)cc2)o1	u	-20.7%	-0.9%

An excerpt of these results, bar-delimited:
SMILES | TDP1 cell noCPT | DT40 TDP1 CPT | TDP1 inh
O=C(CSc1cn(CCNC(=O)c2ccc3ccccc3c2)c2ccccc12)NCc1ccco1 | u | 16.4µM* | 10.9%
CC(C)NC(=O)CC(=O)N/N=C/c1ccccc1F | -14.3% | 15.2% | 2.0%
C=CCN1CCN(C(=O)CSc2ccccc2)CC1 | -3.3% | 9.4% | x
COc1ccc(C(O)c2nc(-c3cc(F)cc(F)c3)cs2)cc1 (stereo not drawn) | 16.4µM* | 16.4µM* | x
Cc1ccc2oc(C(=O)N3CCN(Cc4ncccc4C)CC3)c(C)c2c1 | u | u | 5.5%
CN(C)c1ccc(CC(=O)N2CCCC(c3cc(C(=O)Nc4ccccc4)no3)C2)cc1 (stereo not drawn) | u | u | x
O=C(CNC(=O)c1ccc(N2CCCC2=O)cc1)Nc1ccc(F)c(F)c1F | -6.6% | 2.3% | -2.2%
CCOCCCNC(=O)c1c(C)[nH]c(C(=O)OCC)c1C | -1.3% | 4.3% | 6.3%
O=C(COc1ccccc1Cl)Nc1ccc(S(=O)(=O)N2CCOCC2)cc1 | u | -2.5% | 5.8%
Cc1ccc(S(=O)(=O)N(C)CC(=O)Nc2ccc(C)cn2)cc1 | -5.3% | 15.4% | x
Cc1cccc(NC(=S)N2CCC(N(C)CC3CCCO3)CC2)c1C (stereo not drawn) | 0.0% | -29.9% | -2.9%
O=C1C(C=NCc2ccncc2)=C(O)c2ccccc21 | -1.5% | -3.5% | 0.0%
COc1ccccc1OCCC(=O)OCC(=O)NCc1ccc(F)cc1 | -14.0% | -2.7% | -0.5%
CCC(C)NC(=O)C1CCN(CCCc2ccccc2)CC1 (stereo not drawn) | -7.2% | 3.8% | x
COc1[nH]c(/N=C/c2ccco2)c(C#N)c1C#N | u | 15.8µM* | 3.4%
COc1ccc(C(=O)N2CCN(C(=O)c3ccco3)CC2)cc1 | -0.3% | 0.8% | 0.0%
COc1ccc(Nc2ncc3c(n2)CCN(Cc2cc(Br)cs2)C3)c(OC)c1 | 14.6µM* | 18.4µM* | 8.8%

Back to the main list, repeating the 2 entries before the break.
SMILES	TDP1 cell noCPT	DT40 TDP1 CPT	TDP1 inh
CC1CCCN(C(=O)CSc2nc3ncccc3[nH]2)C1 (stereo not drawn)	2.2%	1.0%	3.0%
O=C(NCCc1ccc(Cl)cc1)c1ccc(CS(=O)(=O)Cc2ccc(F)cc2)o1	u	-20.7%	-0.9%
Cc1ccc(S(=O)(=O)N2CCOCC2)cc1NC(=O)COC(=O)c1cncc(Br)c1	19.9%	-15.1%	0.5%
O=C(O)C1Cc2ccccc2CN1C(=O)c1ccccc1Cl (stereo not drawn)	-3.4%	-1.8%	u
CCC1Oc2ccc(C)cc2N(CC(=O)NCC2CCCO2)C1=O (stereo not drawn)	-6.3%	-3.2%	2.6%[0.0935 µM]
Cc1ccc(C(=O)CSc2nnc(N)s2)c(C)c1	1.9%	1.9%	3.6%
COc1cc(-c2noc(-c3ccco3)n2)cc(OC)c1OC	u	u	0.0%
CN(C)c1ccc(/C=N/NC(=O)C[n+]2ccccc2)cc1	-9.2%	11.9%	x
COc1cc(C(c2c(O)nc(SC)[nH]c2=O)c2c(O)nc(SC)[nH]c2=O)cc(OC)c1OC	u	-3.6%	x
CCOc1ccc(N2CC(C(=O)Nc3ccc4c(c3)OCO4)CC2=O)cc1 (stereo not drawn)	7.9%	12.7%	0.5%
Cc1ccc(S(=O)(=O)NC(N)=NCCc2ccc(Cl)cc2)cc1C	0.4%	-6.3%	0.0%
Brc1ccc2ncnc(Nc3ccc(N4CCOCC4)cc3)c2c1	9.2µM*	11.6µM*	8.8%
COc1ccc(S(=O)(=O)NC(=O)C2(C)CCN2C(=O)Cc2ccccc2)cc1OC (stereo not drawn)	-10.3%	-1.3%	x
O=C1C2C3c4ccccc4C(c4ccccc43)C2c2nc3ccccc3n21 (stereo not drawn)	4.11µM*	4.11µM*	2.4%
Cc1cc(C)cc(N(C(=O)c2snc(C(N)=O)c2N)C(C(=O)NCC2CCCO2)c2ccc(C)o2)c1 (stereo not drawn)	20.6µM*	u	10.1%
CCCn1c(SCc2ccccn2)nc2c1c(=O)n(C)c(=O)n2C	-17.9%	u	0.0%
CCN(CC)S(=O)(=O)c1cccc(C(=O)N[C@H](C(=O)OCC(=O)Nc2ccccc2)C(C)C)c1	u	-26.7%	7.1%
COc1cc(C=O)ccc1OCc1ccncc1	-3.0%	6.6%	x
COc1ccc(S(=O)(=O)N2CCC(C(=O)N3CCc4ccccc4C3)CC2)cc1Cl	u	u	4.7%
CC1CCN(C(=O)CN2C(=O)c3ccccc3S2(=O)=O)CC1	10.2%	0.5%	1.9%
N#Cc1ccc(OCCN2C(=O)NC3(CCSC3)C2=O)cc1 (stereo not drawn)	-4.2%	-1.5%	2.1%
CCNC(=S)Nc1ccc(N2CCCCC2)cc1	u	-27.5%	0.0%
COc1ccc(NC(=S)N(CCC(C)C)C(C)c2ccncc2)cc1 (stereo not drawn)	u	-26.7%	1.2%
CCOC(=O)C1(C)NC(c2ccccc2F)C2C(=O)N(CC)C(=O)C21 (stereo not drawn)	10.3%	4.7%	-1.2%
O=C(Cn1c(=O)oc2cc(S(=O)(=O)N3CCCC3)ccc21)NC1CCCCC1	-27.6%	-3.1%	x
CCOC(=O)c1cccc(C2=CC(=O)CC(C)(C)C2)c1	-20.1%	u	-2.0%
CN1CC[C@]23c4ccccc4N[C@H]1[C@]21CCN(C)[C@H]3Nc2ccccc21	7.1%	-0.1%	x
Continuation:
SMILES	TDP1 cell noCPT	DT40 TDP1 CPT	TDP1 inh
Cc1cccc(C)c1NC(=O)C(C)NCc1cccs1 (stereo not drawn)	-24.6%	-20.7%	x
COc1ccc(-c2nc3c(s2)CCc2onc(-c4ccc(Br)cc4)c2-3)cc1	u	u	x
Cc1ccc(OCC(=O)N(Cc2ccco2)C2CCS(=O)(=O)C2)cc1 (stereo not drawn)	9.4%&-29.5%	-5.4%&-9.9%	5.8%&9.8%
Fc1ccc(-c2nnc(CN3CCN(c4ccccn4)CC3)o2)cc1	-14.0%	-3.7%	5.0%
Cc1ccc(NS(=O)(=O)c2cccc(C(=O)NCC3(N(C)C)CCCCC3)c2)cc1	-20.7%	u	-3.7%
CCCNC(=O)Cn1c(=O)/c(=C\c2ccc(-c3cccc([N+](=O)[O-])c3)o2)s/c1=C\C(=O)C(C)(C)C	23.1µM*	23.1µM*	8.5%
CCN(CC)CCN(C(=O)c1ccc(S(=O)(=O)N2CCCC2)cc1)c1nc2cc(C)cc(C)c2s1	u	u	8.5%
CCOC(=O)C1CCCN(C(=O)c2cc3c(Cl)nc4ccccc4c3s2)C1 (stereo not drawn)	18.4µM*	u	0.0%
CCc1nnc(NC(=O)C2(C)COC(c3ccccc3)OC2)s1 (stereo not drawn)	3.6%	18.3%	0.0%
O=C(CCC(=O)Nc1ccc(F)cc1)N/N=C/c1ccncc1	-4.0%	5.1%	1.2%
O=C(COC(=O)CCCOc1ccccc1)NNC(=O)c1ccc([N+](=O)[O-])cc1	-2.8%	-2.8%	5.0%
CCC(C(=O)N1CCOCC1)n1c(C(=O)OC)cc2occc21 (stereo not drawn)	1.2%	5.7%	4.0%
CCC(C)(C)NC(=O)/C=C/c1ccc(OC)c(S(=O)(=O)N2CCOCC2)c1	u	-23.7%	5.6%
CC1CCCC(NC(=O)COC(=O)c2ccc(S(=O)(=O)N3CCOCC3)cc2)C1C (stereo not drawn)	-15.9%	1.9%	-5.7%
O=C(Cc1csc(Nc2nc(=S)[nH]c3ccccc23)n1)NCc1ccccc1Cl	4.61µM*	20.6µM*	9.9%
CCOc1ccc(C(C)=O)cc1CN1C(=O)NC2(CCCCC2C)C1=O (stereo not drawn)	-7.2%	-0.7%	2.1%
CCCNC(=O)N(C)C[C@@H]1Oc2ncc(Br)cc2C(=O)N([C@H](C)CO)C[C@@H]1C	1.7%	3.9%	x
O=C(CSc1ncccn1)Nc1cccc2ccccc12	-0.2%	u	0.5%
Cc1ccn2cc(CNS(=O)(=O)c3ccc(Cl)s3)nc2c1	u	-16.3%	3.7%
COCCNc1nc(NCCOc2ccccc2Cl)c2sccc2n1	16.4µM*	13µM*	x
CCC(C)(c1ccc(C(=O)OC)s1)c1ccc(C(=O)OC)s1	-22.2%	-16.2%	0.0%
COC(=O)Nc1ccc(S(=O)(=O)N(C)CC(F)(F)C(F)F)cc1	-22.0%	-9.9%	6.6%
COc1cc(C(=O)NC(=S)NC(C)C)cc(OC)c1OC	u	-26.0%	0.0%
Cc1ccc(N=C2NC(=O)CS2)cc1C	-20.4%	4.7%	x
CCc1ccc([C@@H]2CC=C(C(=O)O)[C@H](c3ccc(F)cc3)N2S(=O)(=O)c2ccc(C)cc2)cc1	-28.5%	-21.8%	1.1%
CCOC(=O)c1c(C)[nH]c(C(=O)Nc2ccc(NC(C)=O)cc2)c1C	7.1%	-2.6%	3.6%
Cc1ccc2c(c1)N(CC(=O)NCCCN1CCCC1)C(=O)CO2	-15.7%	-14.6%	2.6%
COc1ccc(C2=NS(=O)(=O)N(C)C(C(=O)NC3CCCCC3)=C2)cc1OC	18.4µM*	9.2µM*	x

Bioassay records deposited in PubChem BioAssay by National Center for Advancing Translational Sciences (NCATS).
